Screens deposited in PubChem BioAssay by National Center for Advancing Translational Sciences (NCATS).
Anesthetic bind = candidate novel general anesthetic via apoferritin binding; P02791; apoferritin/1-aminoanthracene competitive binding, fluorescence; Potency, µM (top dose mostly 77.5 µM), inactives show top-dose activity change, negative = displacement, usual class: inhibitors; 350,000 tested, 0.074% active; AID 485281; also: potency is read from the fitted curve at half-maximal effect; % is scaled to controls: 0 for no effect and ±100 for the full control effect; nearly all actives have a fitted effect of over 20% in size
Target sequence (P02791 2-175 limits assumed): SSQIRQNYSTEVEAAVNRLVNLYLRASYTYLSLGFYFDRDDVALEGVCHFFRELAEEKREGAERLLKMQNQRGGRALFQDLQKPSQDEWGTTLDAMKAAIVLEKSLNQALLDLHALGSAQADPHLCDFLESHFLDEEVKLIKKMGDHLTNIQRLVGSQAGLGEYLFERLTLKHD
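10 uM apoferritin + 50% sat. 1-AMA, PBS; cpd 10 min RT; Ex380/Em535 endpoint; normalized to free probe vs complex; 4-param Hill fit; propofol titration as pos. ctrl.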
BLM inh = Bloom syndrome helicase (human) inhibition; recombinant BLM DNA unwinding, fluorescence dequenching; Potency, µM (doses to about 56.1 µM), without a hit: top-dose activity change, negative = inhibition, actives largely listed as inhibitors; 350,000 tested, 0.2% active;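 also: potency is read from the fitted curve at half-maximal effect; plate controls were vehicle for no effect and no enzyme for full effect; nearly all actives have a fitted effect of over 35% in size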
Pol beta inh = inhibitors of human DNA polymerase beta. Pol beta primer extension/strand displacement, fluorescence kinetic. Potency, µM (titrated, usually from 114 µM), inactives show at the highest dose activity change, negative = inhibition, usual class: inhibitors. 340,000 tested, 1.3% active. AID 485314; also: potency is read from the fitted curve at half-maximal effect; % is scaled to controls: 0 for no effect and ±100 for the full control effect
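Pol beta (10 nM) was preincubated with compound for 15 min at room temperature. The reaction was then started with 50 nM substrate and read immediately and after a further 10 min at room temperature.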
12-LOX inh = ALOX12 (human) lipoxygenase inhibition; purified 12hLO, xylenol orange hydroperoxide absorbance; Potency, µM (series often up to 108 µM), inactives show at the highest dose activity change, negative = inhibition, most hits filed as inhibitors; P18054; 580,000 tested, 1.1% active; also: potency is read from the fitted curve at half-maximal effect; % is scaled to controls: 0 for no effect and ±100 for the full control effect
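Hydroperoxide product was detected by ferrous iron/xylenol orange as the 573 to 405 nm absorbance ratio. Arachidonic acid at 40 uM (final) was turned over for 30 min at room temperature by 150 nM human 12hLO, pH 7.0 Hepes buffer, after 15 min compound preincubation.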
Pol kappa inh = DNA polymerase kappa (human) inhibition; Potency, µM (doses to about 107 µM), for inactives: top-dose activity, negative = inhibition, hits mostly inhibitors; purified Pol kappa, fluorescent DNA synthesis assay, 10 min; AID 588579; 400,000 tested, 0.53% active; Q9UBT6; also: potency is read from the fitted curve at half-maximal effect; % is scaled to controls: 0 for no effect and ±100 for the full control effect
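Enzyme at 10 nM met test compounds for 15 min at room temperature. Substrate addition (50 nM final) began the reaction, which was monitored by fluorescence at 0 and 10 min.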
APEX1 inh = inhibitors of human APE1 endonuclease; Potency, µM (top dose mostly 65.8 µM), for inactives: at the highest dose activity change, negative = inhibition, actives largely listed as inhibitors; 350,000 tested, 0.35% active; recombinant APE1, TAMRA/BHQ-2 abasic DNA cleavage fluorescence;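 also: potency is read from the fitted curve at half-maximal effect; plate controls were vehicle for no effect and reference inhibitor for full effect; nearly all actives have a fitted effect of over 55% in size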
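Enzyme (0.75 nM final) and test compound are incubated 15 min at room temperature before adding 50 nM quenched THF abasic-site duplex. Cleavage dequenches TAMRA, followed at 525/598 nm over three reads one minute apart.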
ERG Ets-DNA blk = ERG Ets/DNA interaction inhibition | Potency, µM (doses to about 76.9 µM), inactives show at the highest dose FP activity, negative = inhibition, most hits filed as inhibitors | 370,000 tested, 0.028% active | P11308 | AID 624246 | fluorescence polarization, His-ERG Ets domain / labelled DNA; active = well fitted inhibition curve with a large enough effect in the polarisation, with a control signal flat; inconclusive = small, poorly fitted or top-dose-only effect, or effect the other way, or a change in a side signal; inactive = no such curve, though single readings can be large or run the other way; the % refers to the polarisation;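 also: polarization taken with two DNA probes labelled with fluorescein and Texas red; potency is read from the fitted curve at half-maximal effect; % of control where 0% means no effect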
Target sequence (P11308 whole entry, looked up, the tested form may be a part): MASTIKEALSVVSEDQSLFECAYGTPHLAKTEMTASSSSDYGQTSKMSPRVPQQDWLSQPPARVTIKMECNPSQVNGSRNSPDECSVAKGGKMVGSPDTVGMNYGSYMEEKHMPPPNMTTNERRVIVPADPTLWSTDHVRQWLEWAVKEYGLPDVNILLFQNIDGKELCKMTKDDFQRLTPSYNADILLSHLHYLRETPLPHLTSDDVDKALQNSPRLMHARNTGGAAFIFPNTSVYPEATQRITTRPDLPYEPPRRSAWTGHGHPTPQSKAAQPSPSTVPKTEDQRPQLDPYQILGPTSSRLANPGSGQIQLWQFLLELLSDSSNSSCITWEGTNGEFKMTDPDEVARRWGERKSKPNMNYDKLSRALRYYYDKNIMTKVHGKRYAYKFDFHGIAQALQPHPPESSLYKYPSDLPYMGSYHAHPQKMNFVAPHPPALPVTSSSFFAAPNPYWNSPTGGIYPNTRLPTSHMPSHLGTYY
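His-tagged ERG Ets domain (1 uM in the protein solution; 300mM KCl, 50mM Tris-HCl, 1mM EDTA, 1mM DTT, pH 7.5) received compound, then a probe mix of 5 nM fluorescein-DNA and 100nM Texas-615-DNA. Fluorescence polarization was read for both dyes.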
POLI inh = DNA polymerase iota (human) inhibition | Q9UNA4 | Pol iota fluorescent replication assay, 10 min | Potency, µM (titrated, usually from 115 µM), for the others: top-dose activity, negative = inhibition, hits mostly inhibitors | 390,000 tested, 1% active; also: potency is read from the fitted curve at half-maximal effect
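Fluorescent replication assay read twice, at 0 min and 10 min after adding 50 nM (final) substrate. Enzyme (10 nM) and compounds were first incubated 15 min at room temperature; enzyme-free buffer wells were negative controls.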
TRHR agonist = TRH receptor (human) agonism. 360,000 tested, 0.18% active. activation, % at 2 µM. AID 493084. P34981. TRHR cells, calcium flux fluo-8, FDSS agonist mode; in the data active = activation above about 30%; also: 0% is about no effect
Target sequence (P34981 whole entry, looked up): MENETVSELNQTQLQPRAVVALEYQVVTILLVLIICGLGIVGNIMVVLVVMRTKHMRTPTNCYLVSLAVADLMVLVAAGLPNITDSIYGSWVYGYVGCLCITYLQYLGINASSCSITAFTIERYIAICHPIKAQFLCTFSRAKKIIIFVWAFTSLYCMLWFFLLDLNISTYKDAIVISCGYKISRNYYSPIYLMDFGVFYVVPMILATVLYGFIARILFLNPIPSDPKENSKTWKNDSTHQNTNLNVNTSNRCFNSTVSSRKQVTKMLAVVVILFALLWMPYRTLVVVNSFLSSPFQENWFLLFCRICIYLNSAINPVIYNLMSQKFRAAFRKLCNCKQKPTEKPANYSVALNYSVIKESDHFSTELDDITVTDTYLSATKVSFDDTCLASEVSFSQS
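Agonist-mode FDSS calcium read (Ex 480/Em 530, 1 s cycles) in 1536-well TRHR cells with fluo-8 dye, after 10-cycle baseline and 23 nL compound addition; TRH at EC20 (10 nM final) added afterwards for the enhancer phase.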
* = called active by the depositor; ? = inconclusive; · = not tested or not shown; & = joins results of further samples; [ ] = remark or other dose. Unless noted, calls follow the shape of the dose curve; as a rule, active = well fitted curve in the direction sought with a large enough effect; inconclusive = small, poorly fitted or top-dose-only effect, or another doubt; inactive = no such curve, though single readings can be large; an effect the other way counts as inactive or inconclusive. The list is partial; the hit share may differ from the screen's.

Under each structure: Pol kappa inh	TRHR agonist	Pol beta inh	Anesthetic bind	12-LOX inh	BLM inh	ERG Ets-DNA blk	POLI inh	APEX1 inh
> CCOC(=O)C1(CCCc2ccccc2)CCN(C(=O)CSC)CC1
  0%	-0.2	14%	-22%	?	-4%	12%	23%	36%
> CSc1cccc(NC(=O)Cn2ncn3c(cc4ccccc43)c2=O)c1
  -2%	0.4	2%	3%	-8%	-5%	1%	23%	·
> O=C(COc1ccccc1)Nc1cccc(-c2nc3ccccc3[nH]2)c1
  -16%	-0.6	?	-19%	-9%	-2%	2%	0%	-8%
> Cc1onc(-c2ccccc2)c1C(=O)Nc1cccc(C#N)c1
  12%	0.1	?	-5%	-8%	-2%	7%	20%	-7%
> COc1cc(S(=O)(=O)N(Cc2cccnc2)Cc2cccc(OC)c2OC)ccc1-n1cnnn1
  0%	0.0	23%	-13%	-1%	1%	-11%	10%	6%
> CC(=O)Nc1cccc(NC(=O)CSc2nc(C)c(C)c(C)c2C#N)c1
  -12%	-0.5	-5%	-9%	?	1%	-1%	-2%	-2%
> Cc1ccc(C)c(NC(=O)CSc2c(C)n[nH]c2C)c1
  -3%	-0.1	-9%	-21%	-3%	-4%	2%	146%[activator]	-7%
> O=C(NNC(=O)c1ccccc1Br)c1ccc(Cl)cc1
  0%	-0.1	18%	-9%	6%[57.4 µM]	-4%	·	24%	0%
> Nn1cnc2scc(-c3ccco3)c2c1=O
  -11%	0.2	-16%	-6%	-18%	0%	3%	13%	57%[12.4 µM]
> CCCC(=O)Nc1cccc(NC(=O)c2ccccc2Br)c1
  -5%	-1.2	-10%	-7%	5%	-1%	-2%	-8%	2%
> Cc1onc(-c2ccccc2Cl)c1C(=O)Nc1ccc(S(=O)(=O)NCC2CCCO2)cc1 (centres undefined)
  1%	0.2	?	-8%	10%	-4%	4%	-15%	-7%
> O=C(CCC(=O)OCC(=O)c1cccc([N+](=O)[O-])c1)Nc1ccccc1Cl
  0%	0.3	6%	-13%	-24%	0%	-2%	7%	0%
> COC(=O)C1=CN(C(C)C)C=C(C(=O)OC)C1c1cc(Br)c(OC)c(OC)c1
  -18%	-1.2	12%	500%[activator]	-21%	-11%	2%	-12%[58.9 µM]	0%
> N#Cc1cccc(NC(=O)N2CC[C@@]3(CCCN(C(=O)c4cccc(F)c4)C3)C2)c1
  -8%[60.1 µM]	·	·	·	?	-8%	·	·	4%
> c1cc(-c2nsc(-c3ccncc3)n2)ccn1
  -25%	-0.6	1%	5%	76%	1%	-6%	-9%	-11%
> O=C(CC(O)(c1ccccc1)c1ccccc1)Nc1ccccn1
  -8%	·	·	·	?	·	2%	-13%	·
> CN(C)c1ccc(NC(=O)CN2CCN(CC(=O)Nc3ccc(Br)cc3)CC2)cc1
  -7%[60.1 µM]	0.2	5%	-5%	-22%	-1%	-3%	20%	·
> CCC(C)(C(=O)NC1CCCC1)N(C(=O)CNC(C)=O)c1ccc(C)cc1 (centres undefined)
  -4%	0.3	18%	1%	35%[activator][57.4 µM]	0%	3%	7%	3%
> COc1ccccc1NC(=O)c1ccc(-c2ccc(Br)cc2)o1
  -13%	1.0	-2%	-15%	-12%	-8%	3%	?	-7%
> COc1cc(NC(=O)c2cc3c(=O)n(C)c4ccccc4c3n2C)cc(OC)c1OC
  -2%	-0.3	14%	-3%	479%[activator]	-10%	0%	23%	-2%
> CN(CC(=O)N1CC(=O)N(CCc2ccccc2)C(=O)C1)S(=O)(=O)c1cccc2nsnc12
  -12%	-0.1	1%	-15%	-34%	-4%	-3%	-2%	-4%
> COc1ccc(CNC(=O)CCc2c(C)nn(-c3ccc(N4CCCCC4)nn3)c2C)cc1
  17%	-0.2	15%	-7%	-10%	3%	7%	4%	·
> COCCN(CC(=O)Nc1ccccc1C(F)(F)F)C(=O)c1ccc(-n2cccn2)cc1
  17%	-0.3	·	·	-4%	·	10%	22%	-2%
> O=C(CC1SCCNC1=O)Nc1cccc(C(F)(F)F)c1 (centres undefined)
  -13%	-0.1	14%	?	0%	-2%	5%	9%	-2%
> CCC(C)(C)n1nnnc1C(c1cc2cc3c(cc2[nH]c1=O)OCO3)N1CCCCC1 (centres undefined)
  -14%	1.0	3%	-4%	-12%	1%	0%	-4%	-6%
> S=C(NCCc1ccccc1)Nc1cnc2ccccc2c1
  -3%	0.2	4%	?	-26%	-7%	3%	37%	-4%
> CCOC(=O)Cn1nc(-c2ccccc2)c2ccccc2c1=O
  1%	0.0	18%	-6%	8%	1%	·	34%[activator]	-4%
> CC(C)C(=O)Nc1nnc(S(=O)(=O)N2CCCc3ccccc32)s1
  -5%	1.9	36%	-18%	0%	-2%	-4%	-8%	5%
> Cc1nc(-c2nc(CC(=O)NNC(=O)c3ccc(Cl)cc3)cs2)cs1
  -3%	0.4	-3%	4%	243%[activator]	-3%	2%	?	3%
> CCC(CC)C(=O)Nc1cccc(-c2nc3cccnc3s2)c1C
  -3%	-0.2	1%	1%	-11%	-2%	-3%	4%	·
> O=[N+]([O-])c1ccc(S(=O)(=O)Nc2ccc(-c3ccc(N4CCOCC4)nn3)cc2)cc1
  -3%	-0.6	·	·	-24%	·	5%	-4%	38%
> COc1cc(NC(=O)[C@H]2CCCN2S(=O)(=O)c2cccc3cccnc23)cc(OC)c1OC
  0%	0.1	·	·	-22%	·	-11%	9%	21%
> COc1cccc(Cn2cc(S(=O)(=O)c3ccc(C)cc3)c(=O)c3cc4c(cc32)OCO4)c1
  -10%	0.7	24%	-8%	0%	-6%	-3%	?	·
> CCOc1ccc(NC(=O)CSc2nnc(C)n2CCCOC)cc1
  0%	-0.5	4%	-6%	23%	0%	0%	29%	-1%
> C=CCNC(=O)C(C#N)c1nc2ccccc2nc1N1CCCCCC1 (centres undefined)
  -16%	2.8	-3%	174%[activator]	142%[activator]	-5%	3%	-14%	-3%
> CC1(C)CC(=O)C=C(Nc2ccc(C(=O)O)c(O)c2)C1
  4%	1.0	50%	82%[activator]	0%	-13%	-18%	25%	0%
> O=C(Nc1cnn(Cc2ccc(F)cc2)c1)c1cc(-c2ccco2)on1
  -19%	0.0	?	-14%	-3%	-9%	-1%	-10%	2%
> O=C(COC(=O)Cc1ccsc1)Nc1cccc(Cl)c1
  -16%	0.2	·	·	-25%	·	1%	-5%	11%
> COc1ccccc1-c1ccc2nnc(SCC(=O)N3CCCC3)n2n1
  -7%	-0.4	·	·	-11%	·	0%	-25%	-2%
> C/C(=N\NC(=O)c1ccccc1)c1c(C)[nH]n(-c2ccccc2)c1=O
  0%	0.9	9%	-8%	1%	-4%	7%	-9%	13%
> Cc1ccccc1NC(=O)Cc1cn(C)c2ccccc12
  -11%	0.3	-1%	?	0%	0%	-8%	18%	-3%
> Cc1ccc(NC(=O)C2C(c3ccccc3)C2(Cl)Cl)c(C)c1 (centres undefined)
  -8%	-0.7	-8%	-4%	5%	-9%	7%	1%	-8%
> COc1ccccc1CN1CCSCC1
  -6%	0.9	5%	1%	?	1%	·	-15%	0%
> COc1cccc(NS(=O)(=O)c2ccc3c(c2)NC(=O)C(C)C(=O)N3)c1 (centres undefined)
  6%	0.0	19%	-10%	14%	0%	9%	32%[activator]	10%
> COc1ccc(NC(=O)Cn2c(=O)n(-c3ccccc3)c(=O)c3ccc(C(=O)NCc4ccc5c(c4)OCO5)cc32)cc1
  -2%	-0.8	-4%	5%	-25%	5%	10%	4%	·
> Cc1cc(OCC(=O)c2ccc(F)cc2)ccc1N1C(=O)CCC1=O
  -13%	0.4	20%	3%	4%	-3%	-4%	-8%	-6%
> Cc1cc(C)c(/C=C(\C#N)C(N)=S)c(C)c1
  -3%	1.4	7%	-1%	?	-6%	8%	19%	9%
> O=C(C1CCC(CNS(=O)(=O)c2ccccc2)CC1)N1CCCCC1 (centres undefined)
  -9%	0.6	44%	1%	0%	-2%	-5%	0%	-4%
> C[C@H]1CN([C@@H](C)CO)C(=O)c2cccc(NC(=O)Nc3ccc(C(F)(F)F)cc3)c2O[C@@H]1CN(C)S(=O)(=O)c1ccccc1
  -20%	·	·	·	3%	·	2%	2%	-27%
> NS(=O)(=O)c1ccc(CCNC(=O)c2ccc(C(=O)c3ccccc3)cc2)cc1
  -2%	0.3	1%	1%	-11%	-2%	4%	?	48%[12.4 µM]
> Cc1ccc(/C=c2\sc3nc(-c4ccccc4Br)nn3c2=O)o1
  20µM*	2.0	14µM*	-12%	?	-21%	3%	?	13µM*
> Cc1ccc(CN2C(=O)N/C(=C/c3cc(C)n(-c4ccccn4)c3C)C2=O)cc1
  -5%	-0.2	28%	-13%	-12%	-3%	10%	14%	-1%
> COc1ccc(C(=O)Nc2nnc(S(=O)(=O)N3CCOCC3)s2)cc1
  4%&0%	-0.2&-0.1	24%&-3%	-2%&51%	-7%&-11%	0%&-2%	5%&6%	-11%&-18%	38%

2 compounds picked at random from those above:
Under each structure: Pol kappa inh	TRHR agonist	Pol beta inh	Anesthetic bind	12-LOX inh	BLM inh	ERG Ets-DNA blk	POLI inh	APEX1 inh
> Cc1ccc(CN2C(=O)N/C(=C/c3cc(C)n(-c4ccccn4)c3C)C2=O)cc1
  -5%	-0.2	28%	-13%	-12%	-3%	10%	14%	-1%
> C[C@H]1CN([C@@H](C)CO)C(=O)c2cccc(NC(=O)Nc3ccc(C(F)(F)F)cc3)c2O[C@@H]1CN(C)S(=O)(=O)c1ccccc1
  -20%	·	·	·	3%	·	2%	2%	-27%
